# Compound activity: PubChem, several laboratories
# GLD-1 RNA inh = GLD-1/TGE RNA complex disruptors, primary screen, biochemical, fluorescence polarization. Female germline-specific tumor suppressor gld-1 (Caenorhabditis elegans), Q17339. purified GLD-1 + fluorescein TGE RNA. inhibition, % at 5.96 µM. 320,000 tested, 0.44% active. AID 2280, 2010;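 active = percent inhibition above a per-plate cutoff, the plate mean of test compounds plus 3 SD, cut at about 30% in these data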;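 also: 0% = DMSO wells with GLD-1 and probe and 100% = wells lacking GLD-1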
# Target sequence (Q17339 whole entry, looked up): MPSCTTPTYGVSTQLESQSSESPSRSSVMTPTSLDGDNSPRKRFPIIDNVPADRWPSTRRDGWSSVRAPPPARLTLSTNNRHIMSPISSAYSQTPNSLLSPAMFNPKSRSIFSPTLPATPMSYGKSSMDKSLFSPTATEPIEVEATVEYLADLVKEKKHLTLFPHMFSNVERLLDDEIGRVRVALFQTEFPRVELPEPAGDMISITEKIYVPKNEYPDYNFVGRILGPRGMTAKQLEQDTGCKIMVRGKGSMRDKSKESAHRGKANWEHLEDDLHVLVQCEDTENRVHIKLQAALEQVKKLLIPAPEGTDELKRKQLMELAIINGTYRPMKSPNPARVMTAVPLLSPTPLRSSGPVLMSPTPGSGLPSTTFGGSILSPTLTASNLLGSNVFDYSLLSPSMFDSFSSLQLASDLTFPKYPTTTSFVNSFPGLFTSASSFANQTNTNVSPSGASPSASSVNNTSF
# GRK2 inh = compounds blocking aptamer binding on GRK2 – biochemical, human GRK2, bead flow cytometry, HTS, primary screen | FAM-aptamer displacement from GRK2 | inhibition of aptamer binding, % at 10 µM | 330,000 tested, 0.59% active;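 active = inhibition of aptamer binding above 40%, roughly 3 SD of noise, on plates passing a quality check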;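 also: median bead fluorescence of bound FAM aptamer so fluorescent compounds give negative values; no value below 0 was filed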
# VLA-4 inh = inhibition in human VLA-4 binding assay, primary screen, VLA-4 allosteric modulator project, MLPCN library, flow cytometry, VLA-4 expressing cells. Integrin alpha-4 (Homo sapiens), P13612. inhibition, % (about 7 µM as worked out from the volumes in the protocol). ligand binding flow cytometry. AID 2557, 2010. 330,000 tested, 0.2% active; in the data active = inhibition above about 50%
# MCL1-BIM inh = inhibitors of MCL1 binding to BIM-BH3, primary screen, biochemical, fluorescence polarization; inhibition, % at 10.9 µM; Induced myeloid leukemia cell differentiation protein Mcl-1 (Homo sapiens), Q07820; GST-MCL1 / FITC-Bim-BH3 fluorescence polarization; AID 2057, 2009; 320,000 tested, 0.68% active;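 active = inhibition above the mean inhibition of all tested compounds plus 3 SD, set per campaign, cut at about 40% in these data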;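 also: 0% = DMSO wells and 100% = unlabeled Bim-BH3 peptide control; higher means more loss of mP so more displacement of Bim peptide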
# CIT2-GFP yeast = modulators of CIT2-GFP expression in yeast, primary screen, S. cerevisiae, GFP fusion, multiplex flow cytometry, MLPCN library | S. cerevisiae CIT2-GFP strain, 3 h; 100 means same as DMSO wells | GFP response vs DMSO, % at 10 µM | 320,000 tested, 0.065% active | AID 2029, 2009;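 active = GFP response relative to DMSO above a set limit, near the screen mean plus 3 SD, cut at about 150% in these data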;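 also: ratio of well median GFP fluorescence to mean of DMSO wells on the plate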
# BCLXL inh = inhibitors of human Bcl-xL, primary screen, biochemical, fluorescence polarization, HTS; Bcl-2-like protein 1 (Homo sapiens), Q07817; GST-Bcl-xL / FITC-Bim BH3 peptide fluorescence polarization; inhibition, % at 10.9 µM; 320,000 tested, 0.7% active; AID 2129, 2009;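 active = inhibition above the mean of all tested compounds plus 3 SD, cutoff set per campaign, cut at about 30% in these data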;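 also: 0% = DMSO wells and 100% = unlabeled Bim-BH3 peptide competitor; inhibitors lower millipolarization by displacing the labeled peptide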
# AGP1 TOR yeast = modulators of AGP1-GFP expression in yeast TOR pathway, primary screen, cell-based, multiplex flow cytometry, S. cerevisiae, MLPCN library; 3 h; GFP as percent of DMSO wells; GFP response vs DMSO, % at 10 µM; 320,000 tested, 0.02% active; AID 2066, 2009;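 active = GFP response relative to DMSO above a set limit, near screen average plus 3 SD, cut at about 150% in these data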;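 also: median GFP channel fluorescence of the gated AGP1 strain per well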
# Yeast superoxide = reduction of superoxide in aged yeast, primary screen, HTS. 330,000 tested, 0.18% active. S. cerevisiae aged cells, superoxide DHE fluorescence; active compounds read low. superoxide response (% of plate mean), % at 10 µM;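 active = superoxide response under a set limit, about three screen SD below normal, cut at about 65% in these data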;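 also: yeast aged for seven days with compound at 30 °C before DHE staining; 100% = average MFI of all compound-treated wells on the plate with controls excluded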
# MEX-5 binding = MEX-5 zinc finger RNA-binding disruptors – biochemical, C. elegans, fluorescence polarization, MLPCN library, primary screen. Zinc finger protein mex-5 (Caenorhabditis elegans), Q9XUB2. MEX-5/FITC-TCR2 RNA binding; active compounds read low. activity score (negative = inhibition of binding), % at 10 µM. 300,000 tested, 0.38% active;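 active = inhibition past about -25% in most replicates, and total fluorescence under double the plate's negative control median, limit read from the data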;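 also: 0% = DMSO and -100% = 5 µM competing unlabeled TCR2 RNA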
# Target sequence (Q9XUB2 whole entry, looked up): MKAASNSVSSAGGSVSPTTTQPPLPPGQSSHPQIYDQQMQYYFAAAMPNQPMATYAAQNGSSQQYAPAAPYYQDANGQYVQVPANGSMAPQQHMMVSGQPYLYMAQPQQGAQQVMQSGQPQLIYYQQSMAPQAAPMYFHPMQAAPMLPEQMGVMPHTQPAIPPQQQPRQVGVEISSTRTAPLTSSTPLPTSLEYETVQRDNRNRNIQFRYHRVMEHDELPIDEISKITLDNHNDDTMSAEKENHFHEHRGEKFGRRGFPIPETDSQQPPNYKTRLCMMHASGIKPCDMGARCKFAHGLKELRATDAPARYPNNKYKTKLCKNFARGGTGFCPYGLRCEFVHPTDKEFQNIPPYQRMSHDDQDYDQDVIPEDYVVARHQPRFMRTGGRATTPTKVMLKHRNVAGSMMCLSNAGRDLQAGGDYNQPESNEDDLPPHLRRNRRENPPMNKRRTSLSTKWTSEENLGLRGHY
# The depositor's hits bear a star; . = no result given.
SMILES,GLD-1 RNA inh,GRK2 inh,VLA-4 inh,MCL1-BIM inh,CIT2-GFP yeast,BCLXL inh,AGP1 TOR yeast,Yeast superoxide,MEX-5 binding
O=C(O)c1sccc1OCc1ccccc1,-8,0,14,0,103,-1,103,113,2.4
COc1ccc(S(=O)(=O)N(C)CC(=O)N2CCCCC2)cc1Cl,2,4,2,0,93,4,86,92,-0.2
COc1ccc(S(=O)(=O)N2CCC(C(=O)NCCCn3ccnc3)CC2)cc1C,0,0,19,7,106,3,104,114,-0.7
CCCCc1ccc(NC(=O)CSc2nnc(CNC(=O)c3ccco3)o2)cc1,1,0,5,-6,101,-3,112,103,-2.6
COC(=O)Cc1cccc2c(=O)c3ccccc3oc12,1,0,1,4,80,3,94,89,1.3
O=C(CSc1nnc(Cn2nnc3ccccc32)o1)N(Cc1ccc(Cl)cc1)c1ccccc1,-3,7,0,-12,102,-6,106,108,-3.3
CCOC(=O)C1=C(C)n2c(s/c(=C/c3cccc([N+](=O)[O-])c3)c2=O)=NC1c1ccc(O)c(OC)c1 (centres undefined),-4,0,-7,8,101,5,95,98,1.6
CCOc1cc(C)ccc1OCc1nnc(SCC(=O)c2cccc([N+](=O)[O-])c2)n1C,4,0,13,-8,93,-5,90,132,1.3
Cc1cc(=O)[nH]c(SCC(=O)NCCOc2ccccc2)n1,1,3,-2,4,102,5,100,95,1.2
Cc1ccccc1NC(=O)Nc1nnc(Cc2ccc([N+](=O)[O-])cc2)s1,2,0,5,4,107,5,102,94,.
COc1cc(NC(C)CCCN)c2ncccc2c1 (centres undefined),-47,0,-21,53*,99,44*,96,90,18
CCNC(=O)C/C(C)=N/NC(=O)C(=O)Nc1ccc(CC)cc1,-2,0,45,1,93,2,93,116,0.3
CS(=O)(=O)c1ccc2nc(NC(=O)c3ccco3)sc2c1,8,1,18,-8,93,2,107,97,-1.1
Cc1ccc(/C=C/C(=O)O)cc1S(=O)(=O)N1CCc2ccccc2C1,0,0,-1,-7,91,0,99,102,2.0
CCN(CC)S(=O)(=O)c1ccc2oc(C(=O)NCc3ccc(F)cc3)c(C)c2c1,2,2,2,7,99,5,96,102,.
O=C(NCCC1=CCCCC1)c1ccc2c(=O)n3c(nc2c1)CCCCC3,-11,3,1,8,85,3,93,115,0.0
CCCc1nc(SCC(=O)N2c3ccccc3CC2C)c2c(C)c(C)sc2n1 (centres undefined),2,6,9,3,101,0,103,94,-2.8
CCOC(=O)c1sc(NC(=O)C(CC)Sc2nccn2C)nc1C (centres undefined),3,0,21,-2,99,4,99,95,0.4
CN1CCN(c2nnc(-c3ccc(F)cc3)c3ccccc23)CC1,1,0,-1,10,97,8,96,98,0.6
N#CCN1CCN(CC(=O)c2ccc(Br)cc2)CC1,-5,0,2,7,88,2,88,112,-1.5
CCCSc1nsc(NC(=O)CC)n1,7,3,-7,5,100,2,99,88,0.8
COc1ccc(C(=O)C(C)OC(=O)c2sc(C)nc2C)cc1 (centres undefined),0,3,5,4,80,1,95,91,.
Cc1ccc(-n2nnnc2SC(C)C(=O)Nc2ccccc2-c2ccccc2)cc1 (centres undefined),9,0,1,6,100,1,100,100,2.4
CNC(=O)c1ccccc1NC(=O)c1ccco1,3,0,-1,12,111,9,.,91,-1.8
O=C(COC(=O)c1cc(=O)[nH]c2ccccc12)NC1CCCCCCC1,-5,1,-4,-4,95,-2,100,100,-3.0

# BCLXL inh, what is marked active above.
canonical_smiles	GLD-1 RNA inh	GRK2 inh	VLA-4 inh	MCL1-BIM inh	CIT2-GFP yeast	BCLXL inh	AGP1 TOR yeast	MEX-5 binding
COc1cc(NC(C)CCCN)c2ncccc2c1 (centres undefined)	-47	0	-21	53*	99	44*	96	18

# More compounds follow:
SMILES,GLD-1 RNA inh,GRK2 inh,VLA-4 inh,MCL1-BIM inh,CIT2-GFP yeast,BCLXL inh,AGP1 TOR yeast,Yeast superoxide,MEX-5 binding
O=c1[nH]c(CSc2ncnc3sc(-c4ccccc4)cc23)nc2ccccc12,-6,0,4,-7,95,0,102,91,-3.4
O=C(CSc1ncnc2c1oc1ccccc12)NC1CCCC1,3,2,-5,5,86,3,97,97,0.2
CCOc1ccc(-c2cccc(NC(=O)c3ccco3)c2)nn1,4,28,19,-9,93,2,108,107,-4.6
Cn1c(C(=O)N2CCC(C(N)=O)CC2)cc2c(=O)n(C)c3ccccc3c21,2,3,-5,2,102,6,104,86,-2.0
CCc1c(C(=O)N/N=C/c2ccc(OCc3ccc(F)cc3)c(OC)c2)nnn1-c1nonc1N,9,0,7,2,100,-2,102,94,1.3
CCOCCCNS(=O)(=O)c1ccc(NC(=O)c2ccccc2)cc1,1,0,15,8,103,5,105,100,0.3
CCOP(=O)(c1c(F)c(F)c(F)c(F)c1F)C(O)c1ccccc1 (centres undefined),-7,0,10,3,99,4,107,102,-0.1
Cc1cccnc1NC(=O)c1ccc(NS(=O)(=O)c2ccc3[nH]c(=O)[nH]c3c2)cc1,-2,0,17,0,110,0,110,95,-3.9
Oc1ccc(/C=N/n2c(-c3ccco3)csc2=Nc2cccnc2)c(O)c1,4,0,-5,7,107,9,103,90,-0.3
O=c1c(C=Nc2cccc(C(F)(F)F)c2)c[nH]n1-c1cccc(Cl)n1,-4,0,1,7,94,1,100,126,-0.9
COC(=O)c1ccc(/C=N/NC(=O)CCSc2nc3ccccc3s2)cc1,-4,4,0,-1,109,2,103,99,-1.2
COc1ccc(CSCCc2n[nH]c(=S)n2-c2ccccc2)cc1,0,3,1,-12,103,-11,99,82,0.5
COc1ccc(OC)c(NC(=O)CSc2ccc3nnc(-c4cccnc4)n3n2)c1,3,3,-1,-4,97,3,89,90,-1.2
COc1ccc(N2CCN(C(=O)c3ccc4c(c3)OCO4)CC2)cc1,1,0,-6,0,99,2,103,96,-0.7
O=C(NCc1ccccc1)C1(CC2CC(c3ccccc3)=NO2)CCNCC1 (centres undefined),4,0,-1,1,101,1,100,98,.
CC(=O)OCC1=C(C(=O)O)N2C(=O)C(NC(=O)Cn3nc(C(F)F)c(Cl)c3C)C2SC1 (centres undefined),-6,2,1,14,99,14,98,97,-3.5
Cc1onc(-c2ccccc2)c1C(=O)OCC(=O)Nc1ccc(C#N)cc1,0,0,-10,4,92,0,101,117,.
CCOc1ccc(S(=O)(=O)N2CCCCC2)cc1NC(=O)C1COc2ccccc2O1 (centres undefined),4,5,11,-2,97,-3,96,118,.
O=C(CCNC(=O)c1ccc(Br)cc1)Nc1cccc(S(=O)(=O)N2CCCC2)c1,10,0,2,-10,94,-1,109,101,-2.0
O=C(Nc1nccs1)C1(c2ccc(Cl)cc2)CC1,3,1,35,1,114,5,113,108,0.3
CN(/C(=N\S(=O)(=O)c1ccccc1)C(F)(F)F)c1ccccc1,2,2,6,-12,103,1,104,96,.
Cc1c(Cl)c([N+](=O)[O-])nn1CC(=O)NCc1cccnc1,-4,0,17,-8,109,-4,103,95,-0.1
CCOc1ccc(OCc2cccc(C(=O)N3CCCC3)c2)cc1,3,5,-1,4,95,4,96,108,0.4
O=C(NCCN1CCOCC1)C(=O)NCC1OCCN1S(=O)(=O)c1ccccc1 (centres undefined),3,0,6,4,103,3,99,101,0.5
CCOc1ccccc1OCCCC(=O)NNC(=O)c1ccc(F)cc1,0,0,14,.,105,.,99,95,.
# Next section
SMILES,GLD-1 RNA inh,GRK2 inh,VLA-4 inh,MCL1-BIM inh,CIT2-GFP yeast,BCLXL inh,AGP1 TOR yeast,Yeast superoxide,MEX-5 binding
CCNC(=O)CCSc1nnc(-c2ccncc2)o1,5,2,17,4,113,0,104,94,0.6
CC(=O)Nc1ccc(S(=O)(=O)N2CCN(Cc3cccc([N+](=O)[O-])c3)CC2)cc1,0,0,9,8,97,10,99,92,-0.2
CCCNC(=S)Nc1ccccc1,1,0,7,13,101,7,103,86,1.0
COc1ccc(-c2c(-c3ccsc3)oc(=O)c3cc(OC)c(OC)cc23)cc1,-9,0,-3,1,100,-2,103,128,.
O=C(c1ccccc1)c1cc(-c2ccccn2)c(N2CCOCC2)s1,3,2,14,5,90,2,97,90,-0.2
COc1ccc(OC)c(NC(=O)CSc2nc(-c3ccccc3)cc(=O)[nH]2)c1,0,1,4,3,107,5,100,96,1.5
CC1CCCCN1C(=O)CSc1nnc(-c2c[nH]c3ccccc23)o1 (centres undefined),4,0,7,6,106,6,111,110,0.3
Cc1ccc(S(=O)(=O)NNC(=O)/C=C/c2cccc(F)c2)cc1,-1,4,-12,5,98,7,90,103,2.0
CCC1COCCS(=O)(=O)N1Cc1ccccc1F (centres undefined),-2,0,-12,3,110,4,88,93,0.3
O=C(NCc1ccco1)C1CCN(S(=O)(=O)N2CCOCC2)CC1,3,1,8,1,111,0,104,116,0.8
Cc1nc(-c2cccc(NC(=O)c3cccs3)c2)cs1,6,0,12,12,80,8,85,93,2.4
O=c1c2c(-c3cccs3)csc2ncn1-n1cccc1,7,0,1,7,98,1,101,89,.
Cc1ccc(Cn2c(SCC(=O)Nc3cc(C)on3)nc3ccccc3c2=O)cc1,2,2,-2,-2,103,0,99,105,-1.6

# Already shown: entries from further up.
SMILES,GLD-1 RNA inh,GRK2 inh,VLA-4 inh,MCL1-BIM inh,CIT2-GFP yeast,BCLXL inh,AGP1 TOR yeast,Yeast superoxide,MEX-5 binding
O=C(O)c1sccc1OCc1ccccc1,-8,0,14,0,103,-1,103,113,2.4
COc1ccc(S(=O)(=O)N(C)CC(=O)N2CCCCC2)cc1Cl,2,4,2,0,93,4,86,92,-0.2
COc1ccc(S(=O)(=O)N2CCC(C(=O)NCCCn3ccnc3)CC2)cc1C,0,0,19,7,106,3,104,114,-0.7
CCCCc1ccc(NC(=O)CSc2nnc(CNC(=O)c3ccco3)o2)cc1,1,0,5,-6,101,-3,112,103,-2.6
COC(=O)Cc1cccc2c(=O)c3ccccc3oc12,1,0,1,4,80,3,94,89,1.3
O=C(CSc1nnc(Cn2nnc3ccccc32)o1)N(Cc1ccc(Cl)cc1)c1ccccc1,-3,7,0,-12,102,-6,106,108,-3.3
CCOC(=O)C1=C(C)n2c(s/c(=C/c3cccc([N+](=O)[O-])c3)c2=O)=NC1c1ccc(O)c(OC)c1 (centres undefined),-4,0,-7,8,101,5,95,98,1.6
CCOc1cc(C)ccc1OCc1nnc(SCC(=O)c2cccc([N+](=O)[O-])c2)n1C,4,0,13,-8,93,-5,90,132,1.3
Cc1cc(=O)[nH]c(SCC(=O)NCCOc2ccccc2)n1,1,3,-2,4,102,5,100,95,1.2
Cc1ccccc1NC(=O)Nc1nnc(Cc2ccc([N+](=O)[O-])cc2)s1,2,0,5,4,107,5,102,94,.
COc1cc(NC(C)CCCN)c2ncccc2c1 (centres undefined),-47,0,-21,53*,99,44*,96,90,18
CCNC(=O)C/C(C)=N/NC(=O)C(=O)Nc1ccc(CC)cc1,-2,0,45,1,93,2,93,116,0.3
CS(=O)(=O)c1ccc2nc(NC(=O)c3ccco3)sc2c1,8,1,18,-8,93,2,107,97,-1.1

# No enrichment for hits; overall some 2.1% were active at least once.
